# Bioassay records: PubChem BioAssay, Broad Institute
# SR-BI HDL uptake – inhibitors of mouse SR-BI mediated HDL lipid uptake; Q61009; ldlA[mSR-BI] CHO cells, DiI-HDL uptake fluorescence, 3 h; inhibition, % at 12.5 µM; 320,000 compounds, 0.96% hits; AID 488896;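 active = mean replicate inhibition of at least 70% and a set share of replicates each scoring 70 or more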;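 also: 0% = median of neutral control wells and 100% = median of positive control wells; values of inactives mirror those of a sister screen read the other way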
# Target sequence (Q61009 whole entry, looked up): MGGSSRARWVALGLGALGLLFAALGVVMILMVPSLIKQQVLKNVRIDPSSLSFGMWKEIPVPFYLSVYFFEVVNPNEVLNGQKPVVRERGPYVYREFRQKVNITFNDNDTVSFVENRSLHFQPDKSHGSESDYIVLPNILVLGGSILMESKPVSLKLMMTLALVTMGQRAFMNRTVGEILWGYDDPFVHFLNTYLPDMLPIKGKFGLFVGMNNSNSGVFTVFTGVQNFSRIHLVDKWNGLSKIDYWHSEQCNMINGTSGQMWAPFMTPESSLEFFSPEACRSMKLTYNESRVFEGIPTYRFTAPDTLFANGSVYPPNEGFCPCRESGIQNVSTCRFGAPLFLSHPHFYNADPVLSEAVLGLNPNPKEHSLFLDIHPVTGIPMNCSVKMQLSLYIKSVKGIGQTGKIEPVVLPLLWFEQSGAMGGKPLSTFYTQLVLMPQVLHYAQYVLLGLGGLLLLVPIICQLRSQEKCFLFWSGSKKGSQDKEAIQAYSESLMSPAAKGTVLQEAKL
# CAL PDZ FP-1 – blocks peptide binding to human CAL PDZ domain. Q9HD26. purified CAL PDZ, TMR-peptide fluorescence polarization, 1 h. inhibition, % at 20 µM. 330,000 compounds, 0.02% hits. AID 504414;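 active = highest replicate inhibition of at least 40%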;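 also: plate controls were DMSO neutral control wells for no effect and unlabeled competitor peptide control wells for full effect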
#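 Material – purified CerCALP PDZ construct · Detection – FP readout, S and P plane fluorescence · Measure – percent inhibition from loss of millipolarization · Controls – unlabelled peptide for full inhibition, DMSO wells as neutral · Probe or stimulus – TMR-labelled reporter peptide T*-PRC34 bound in PDZ groove · Times – 1 h at RT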
# dFosB act – enhances mouse delta FosB homodimer DNA binding; purified delta FosB, TAMRA-CDK5 oligo fluorescence polarization; percent of positive-control signal above neutral wells; P13346; activation, % at 25 µM; 340,000 compounds, 0.99% hits;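 active = mean activation above about 17%, with every replicate also reaching it, limit read from the data, passing the limit was not always enough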;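 also: fluorescence polarization rise as delta FosB binds a TAMRA Cdk5 AP-1 oligo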
# PvdQ inh – P. aeruginosa PvdQ acylase inhibition | purified PvdQ acylase, fluorescence plate reader | inhibition, % at 10 µM | 340,000 compounds, 0.063% hits; in the data active = inhibition above about 30%, passing the limit was not always enough;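 also: 0% = vehicle neutral wells and 100% = reference inhibitor wells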
# PfHsp90 yeast 2 – inhibits growth of yeast expressing Plasmodium falciparum Hsp90; S. cerevisiae expressing PfHsp90, BacTiter-Glo ATP, 48 h; yeast lacking PDR1 and PDR3 efflux regulators; inhibition, % at 9.4 µM; 310,000 compounds, 0.32% hits; AID 504621;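 active = every replicate shows inhibition above about 80%, whatever the replicate mean, limit read from the data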;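 also: 0% = DMSO neutral controls and 100% = 20 µM radicicol positive controls; yeast relying on Plasmodium falciparum Hsp90 in place of its own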
# SR-BI DiI-HDL act – enhances SR-BI lipid uptake from DiI-HDL | CHO ldlA[mSR-BI] cells, DiI-HDL uptake fluorescence, 3 h; 100 = double the neutral-control signal | activation, % at 12.5 µM | 320,000 compounds, 0.096% hits | AID 504775;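 active = mean replicate activation of at least 60% and every replicate at or above 60%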;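 also: 0% = median plate neutral-control signal and 100% = twice that signal; values of inactives mirror those of a sister screen read the other way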
#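 Material: SR-BI-overexpressing, LDLR-lacking CHO cells; schedule: compound exposure 3 h, 37 °C; reagent: DiI-labelled HDL at 10 µg/mL final; technique: bottom-read fluorescence, 550/595 nm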
# CAL PDZ FP-2 – inhibitors of human CAL PDZ peptide binding. AID 602252. Q9HD26. purified CAL PDZ, TMR-peptide fluorescence polarization, 1 h. 300,000 compounds, 0.92% hits. inhibition, % at 24.9 µM;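 active = mean inhibition of at least 30% with at least half of replicates also reaching 30%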;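 also: 0% = DMSO neutral control and 100% = excess unlabeled competitor peptide PRC23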
# Rtt109 Vps75 – inhibitors of Candida albicans Rtt109/Vps75 histone acetyltransferase; inhibition, % at 34.9 µM; AID 540336; 330,000 compounds, 0.16% hits; purified Rtt109/Vps75, ThioGlo CoA-SH fluorescence, 4 h;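 active = inhibition of at least 50% in every replicate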
# Target sequence (Q5AAJ8 whole entry, looked up): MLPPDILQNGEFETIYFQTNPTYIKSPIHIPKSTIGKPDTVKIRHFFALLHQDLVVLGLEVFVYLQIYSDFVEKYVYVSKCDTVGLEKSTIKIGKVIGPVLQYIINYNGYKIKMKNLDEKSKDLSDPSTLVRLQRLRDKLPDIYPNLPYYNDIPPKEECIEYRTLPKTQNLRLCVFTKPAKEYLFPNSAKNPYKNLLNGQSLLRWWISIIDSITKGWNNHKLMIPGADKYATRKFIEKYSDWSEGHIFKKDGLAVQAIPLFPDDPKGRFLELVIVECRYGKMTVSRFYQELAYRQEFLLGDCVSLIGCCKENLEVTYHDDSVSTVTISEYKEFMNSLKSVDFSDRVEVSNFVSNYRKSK
# MITF act – MITF TRPM1 promoter activation in melanoma cells; activation, % at 12.5 µM; 300,000 compounds, 0.75% hits; SK-MEL-5 TRPM1-promoter luciferase, 24 h; % of positive control, neutral wells = 0; AID 588334;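 active = mean activation of at least 80% with every replicate also reaching 80%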;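 also: 0% = neutral control wells and 100% = parthenolide positive control wells; values of inactives mirror those of a sister screen read the other way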
# NSD2 inh – inhibitors of human histone methyltransferase NSD2 | NSD2 peptide methylation, AlphaScreen, 120 min | inhibition, % at 12.5 µM | 310,000 compounds, 0.54% hits | AID 743445; in the data active = inhibition above about 50%
# * = called active by the depositor; nt = not tested or not shown. Rows were taken by chance (roughly 4.3% active in at least one column).
Structure	SR-BI HDL uptake	CAL PDZ FP-1	dFosB act	PvdQ inh	PfHsp90 yeast 2	SR-BI DiI-HDL act	CAL PDZ FP-2	Rtt109 Vps75	MITF act	NSD2 inh
CCN(CC)c1ccc(C(=O)OCC(=O)N(C)Cc2ccccc2)cc1	8	-1.0	-6	9	23	-8	0	4	-9	-1
Cc1nc(=O)c(-c2ccccc2)c(C)n1-c1ccccc1O	-3	0.1	4	-5	-12	3	7	11	-10	-1
Cc1ccc(C(=O)N2c3ccccc3CC2C)o1 (stereo unspecified)	5	-6.9	5	-8	1	-5	-3	3	51	5
COc1ccc(NC(=O)COC(=O)c2ccncc2)c(OC)c1	-17	-1.7	-9	-7	-4	17	1	-5	6	-1
CSc1ccc(S(=O)(=O)Nc2ccc(F)cc2)cc1	-4	-1.1	3	-5	-9	4	-4	4	-3	0
CCOC(=O)CCC(=O)NCc1ccc2c(c1)cc(C)n2C	10	-0.9	-8	-8	-8	-10	-2	5	-2	2
O=C(CNC(=O)c1cnccn1)Nc1ccc(F)c(F)c1F	4	-3.1	-4	-8	-12	-4	-9	0	0	nt
Cc1n(Cc2ccccc2)c2ccccc2[n+]1Cc1ccccc1	-6	-1.9	1	7	14	6	nt	11	nt	-3
CCOC(=O)c1nc2c(=O)n(C)c(=O)n(C)c2n(C)c1=O	-2	-1.9	5	9	13	2	9	6	9	-3
CCOc1ccc(NC(=O)CN(c2ccc(OCC)cc2)S(=O)(=O)c2c(C)[nH]c(=O)[nH]c2=O)cc1	-12	-0.7	-3	-15	-62	12	nt	-8	-6	9
O=C(COc1ccccc1F)Nc1ccc2[nH]c(=O)[nH]c2c1	-16	-2.1	-10	-19	nt	16	-3	0	-28	28
COCc1cc(NCc2ccc(Cl)cc2)nc(C)n1	-24	-0.6	3	1	9	24	-2	6	-4	-2
CCN(CC)C(=O)Cn1nc(-c2ccncc2)nc1SCC(=O)Nc1ccc(OC)cc1	4	-2.8	2	10	9	-4	-1	12	-13	-2
Cc1cccc(NS(=O)(=O)c2cccc(C(=O)Nc3cccc(C(=O)O)c3)c2)c1	5	-1.5	-5	-10	-3	-5	nt	4	nt	-4
CCOc1ccc(N2CC(C(=O)N3CCCCCC3)CC2=O)cc1 (stereo unspecified)	nt	-2.7	-9	5	2	nt	-3	3	11	4

# A run of entries from the list above, for reference:
Structure	SR-BI HDL uptake	CAL PDZ FP-1	dFosB act	PvdQ inh	PfHsp90 yeast 2	SR-BI DiI-HDL act	CAL PDZ FP-2	Rtt109 Vps75	MITF act	NSD2 inh
Cc1ccc(C(=O)N2c3ccccc3CC2C)o1 (stereo unspecified)	5	-6.9	5	-8	1	-5	-3	3	51	5
COc1ccc(NC(=O)COC(=O)c2ccncc2)c(OC)c1	-17	-1.7	-9	-7	-4	17	1	-5	6	-1
CSc1ccc(S(=O)(=O)Nc2ccc(F)cc2)cc1	-4	-1.1	3	-5	-9	4	-4	4	-3	0
CCOC(=O)CCC(=O)NCc1ccc2c(c1)cc(C)n2C	10	-0.9	-8	-8	-8	-10	-2	5	-2	2
O=C(CNC(=O)c1cnccn1)Nc1ccc(F)c(F)c1F	4	-3.1	-4	-8	-12	-4	-9	0	0	nt
Cc1n(Cc2ccccc2)c2ccccc2[n+]1Cc1ccccc1	-6	-1.9	1	7	14	6	nt	11	nt	-3
CCOC(=O)c1nc2c(=O)n(C)c(=O)n(C)c2n(C)c1=O	-2	-1.9	5	9	13	2	9	6	9	-3
CCOc1ccc(NC(=O)CN(c2ccc(OCC)cc2)S(=O)(=O)c2c(C)[nH]c(=O)[nH]c2=O)cc1	-12	-0.7	-3	-15	-62	12	nt	-8	-6	9
O=C(COc1ccccc1F)Nc1ccc2[nH]c(=O)[nH]c2c1	-16	-2.1	-10	-19	nt	16	-3	0	-28	28
COCc1cc(NCc2ccc(Cl)cc2)nc(C)n1	-24	-0.6	3	1	9	24	-2	6	-4	-2

# The listing continues.
Structure	SR-BI HDL uptake	CAL PDZ FP-1	dFosB act	PvdQ inh	PfHsp90 yeast 2	SR-BI DiI-HDL act	CAL PDZ FP-2	Rtt109 Vps75	MITF act	NSD2 inh
Cn1c(SCc2nc3cc(C(=O)O)ccc3c(=O)[nH]2)nnc1C(F)(F)F	-7	0.5	6	-9	23	7	2	-17	20	0
COc1ccccc1/C=N/NC(=O)C(=O)Nc1ccccc1OC(F)(F)C(F)F	55	-0.6	3	-6	9	-55	2	4	6	-7
CC1Cc2ccccc2N1C(=O)CSc1nnnn1C (stereo unspecified)	37	-0.9	-3	16	-3	-37	-5	0	-1	-2
CCOc1ccccc1C(=O)N(CN1CCCC1=O)c1cccc(Cl)c1	-26	0.5	1	-9	nt	26	nt	2	-4	nt
COc1ccc(S(=O)(=O)N2CCCCC2)cc1NC(=O)C1CC(=O)N(Cc2ccccc2)C1 (stereo unspecified)	-2	-0.4	-7	8	32	2	-1	2	-8	-8
COc1ccc(CN(C)Cc2ccccc2)c(OC)c1OC	1	0.8	3	-8	-14	-1	5	-3	-3	-1
CS(=O)(=O)N(Cc1ccc(Cl)cc1)c1ccc(C(=O)NCc2ccccn2)cc1	7	-2.0	-9	-8	3	-7	-4	-1	-7	nt
O=C(CCn1nc(-c2ccc(Cl)cc2)ccc1=O)N1CCN(c2ccccc2)CC1	38	0.0	-2	-13	-11	-38	0	2	-4	0
CN(C)S(=O)(=O)c1ccc(N2CCCC2)c(C(=O)Nc2ccccc2N2CCOCC2)c1	17	-2.2	-4	-11	nt	-17	0	10	nt	nt
N#CCCn1cc(/C=N/NC(N)=S)c(-c2ccc(Br)cc2)n1	43	-0.9	-2	10	15	-43	nt	-1	2	0
CCc1ccc(OCc2nnc(SCCN3CCOCC3)n2CC)cc1	nt	-2.4	0	-10	-4	nt	-2	9	nt	1
CCN(Cc1ccc(N(C)C)cc1)C(C)C(=O)Nc1ccc(S(=O)(=O)N2CCCC2)cc1 (stereo unspecified)	-12	-0.5	-7	-10	7	12	60*	-2	nt	6
CN(Cc1ccco1)S(=O)(=O)c1nnc(NC(=O)c2ccccc2)s1	3	-1.5	-14	-5	-4	-3	-8	-1	19	2
CC(C)=C(NC(=O)c1ccccc1)C(=O)N/N=C(\C)c1ccccc1O	-8	0.4	3	-12	17	8	-1	-1	-12	-1
COc1cccc(/C=N/NC(=S)NCc2ccco2)c1OC	18	-1.3	-1	1	-5	-18	0	1	12	0
Cc1ccsc1CNS(=O)(=O)c1ccc(F)cc1	-12	-2.6	-7	-7	nt	12	0	2	5	-1
O=C(/C=C/c1ccccc1)NCc1ccco1	4	-0.2	0	-12	14	-4	3	-4	39	16
Cc1ccc(-n2c(=O)c(C#N)cc3c(=O)n4ccccc4nc32)cc1C	-23	-1.3	-2	-17	3	23	-4	-7	-2	15
O=C(NN1C(=O)c2cc(Br)ccc2NC1c1cc(Br)cc(Br)c1O)c1ccncc1 (stereo unspecified)	7	-0.6	3	-15	-7	-7	-3	10	-8	0
Cc1ccc(-c2cc(C(=O)N3CCCC(C(F)(F)F)C3)c3ccccc3n2)o1 (stereo unspecified)	28	-0.7	-8	-9	8	-28	-8	-3	14	-6
O=C(O)c1ccc(N/N=C/c2ccnc3ccccc23)cc1	-18	2.3	-10	-9	-11	18	-5	-1	80	2
COC(=O)C1C(c2ccccc2)C(C(=O)O)C1c1ccccc1 (stereo unspecified)	-11	0.4	0	12	13	11	-1	3	2	2
CCOc1ccc(CCNC(=O)c2ccc(=O)[nH]c2)cc1OCC	30	-0.2	0	-15	8	-30	nt	0	-10	-2
Cc1[nH]nc(C(=O)NN=Cc2ccccc2Cl)c1N=NN(C)C	9	-0.7	-2	-3	70	-9	-3	1	nt	-1
CC(C)(C)c1cc(Br)ccc1OCC(=O)Nc1ncn[nH]1	6	-0.3	0	-4	1	-6	-2	-11	2	-3
Cc1ccc(SCC(=O)OC(C)C(=O)NCc2ccccc2)cc1 (stereo unspecified)	-23	-0.4	3	-9	-12	23	0	1	-2	-4
Cc1cc(S(=O)(=O)N2CCOCC2)ccc1F	2	1.3	0	-6	-102	-2	0	0	3	-4
O=C(CCN=C1NS(=O)(=O)c2ccccc21)Nc1ccc(F)cc1Cl	-3	-2.8	-11	-15	-10	3	nt	-4	-4	-3
Cc1ccc(-c2nnc(-c3ccc4ccccc4c3)o2)cc1	-2	-0.6	-17	-13	5	2	0	-8	48	3
COc1ccc(C(C)=O)cc1COC(=O)CCNS(=O)(=O)c1ccc(C(C)=O)cc1	25	-0.6	-6	-3	16	-25	8	1	7	-8

# Entries above that bear a hit mark in CAL PDZ FP-2.
Structure	SR-BI HDL uptake	CAL PDZ FP-1	dFosB act	PvdQ inh	PfHsp90 yeast 2	SR-BI DiI-HDL act	CAL PDZ FP-2	Rtt109 Vps75	MITF act	NSD2 inh
CCN(Cc1ccc(N(C)C)cc1)C(C)C(=O)Nc1ccc(S(=O)(=O)N2CCCC2)cc1 (stereo unspecified)	-12	-0.5	-7	-10	7	12	60*	-2	nt	6

# Next part.
Structure	SR-BI HDL uptake	CAL PDZ FP-1	dFosB act	PvdQ inh	PfHsp90 yeast 2	SR-BI DiI-HDL act	CAL PDZ FP-2	Rtt109 Vps75	MITF act	NSD2 inh
O=C(CSc1nc(=O)n2ccccc2n1)NCc1ccc2c(c1)OCO2	2	-0.3	-9	-12	4	-2	nt	-3	0	-1
COc1ccc(/C=C(/NC(=O)c2ccco2)C(=O)NCc2ccco2)cc1OC	-11	-2.2	-9	14	2	11	10	6	-5	25
O=C(CNC(=O)c1cccs1)N/N=C/c1ccc(Cl)cc1	nt	-2.0	4	-6	-8	nt	nt	-2	8	1
Cc1ccc(S(=O)(=O)CCC(=O)N2CCN(c3ccc(Cl)cc3)CC2)cc1	-40	-0.6	6	9	-10	40	-4	-4	-1	nt
CC(=O)SC(C[N+](=O)[O-])c1cn(C(C)=O)c2ccccc12 (stereo unspecified)	-9	0.4	0	-1	124*	9	-3	-5	-106	nt
CC(c1nccs1)N(C)c1nc2nonc2nc1N(C)C (stereo unspecified)	nt	-2.7	-3	1	2	nt	0	5	-1	-7
C=CCNC(=S)NCc1cccnc1	4	-0.5	8	-1	-9	-4	-5	0	-1	nt
CC(=O)Nc1ccc(C(=O)OC2CCOC2=O)cc1 (stereo unspecified)	3	-1.6	-2	-21	66	-3	-1	7	-2	nt
Cn1nc(C(=O)N2CCCCC2)c2c1-c1ccccc1S(=O)(=O)C2	-2	-1.9	-7	-6	-20	2	-1	-10	4	0
O=C(CSc1n[nH]c(-c2ccncc2)n1)NC1CCS(=O)(=O)C1 (stereo unspecified)	2	nt	4	-15	nt	-2	2	-6	nt	-1
O=[N+]([O-])c1cc(/C=N/O)ccc1SCc1ccccc1	23	-0.1	2	-12	nt	-23	nt	8	35	-1
